ABHD5-PLIN5 inh: blocks binding of human ABHD5 to perilipin-5 | Q00G26+Q8WTS1 | Split G. princeps luciferase complementation, luminescence, 4 h | inhibition, % at 4 µM | actives 0.78% (n = 360,000) | AID 602281;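 active = inhibition above the mean inhibition across every tested compound plus 3 SD, cut at about 22% in these data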;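 also: 0% = DMSO only wells and the 100% control is not disclosed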
aDG glyco act: alpha-DG glycosylation activation; AID 624168; Pro5-aDG cells, alpha-DG glycosylation AlphaScreen (IIH6); 0% Pro5, 100% B10-LARGE cell signal; activation, % at 10 µM; actives 0.22% (n = 360,000);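 active = activation of at least 8% versus controls, or a plate z-score of at least 8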;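 also: Pro5 are CHO cells carrying HIG-tagged alpha-DG that lacks glycosylation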
H9c2 protect: modulators protecting cardiomyocytes from myocardial damage; H9c2 cardiomyocytes, H2O2 injury protection, ATPLite, 2 h; AID 588492; actives 0.63% (n = 360,000); protection from H2O2 cell death, % at 20 µM;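 active = compounds giving at least 50% protection of heart cells from peroxide-induced death in the single-dose screen, raw or plate-pattern-corrected value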;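 also: 0% = DMSO wells with peroxide and 100% = DMSO wells without peroxide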
MC4R ag barr: activates human MC4R beta-arrestin recruitment. P32245. U2OS MC4R beta-arrestin complementation, luminescence; percent of melanotan II response, DMSO zero. activation, % at 8.9 µM. actives 0.98% (n = 360,000). AID 540308;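 active = activation above a per-plate cutoff, the mean activation of sample wells on that plate plus 3 SD, cut at about 8% in these data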
MC4R antagonist: human MC4R antagonism in cAMP assay; MC4R-expressing cells, MTII-stimulated cAMP, LANCE TR-FRET; inhibition, % at 6.5 µM; actives 0.48% (n = 360,000); AID 540295;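 active = inhibition above its plate's cutoff, the mean of tested wells on that plate plus 3 SD, cut at about 29% in these data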;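 also: 0% = Melanotan II alone and 100% = Melanotan II plus saturating MCL0020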
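Assay system: U2OS-MC4R stable cell line; Also added: Melanotan II; Technique: Eu-cAMP/anti-cAMP TR-FRET, emission 671 nm; Times: 30-min compound, 1-h challenge, 1-h detection, room temperature.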
hiPSC survival: hiPSC single-cell survival enhancement; ATPlite luminescence; 100% = ROCK inhibitor wells, 0% = DMSO; survival enhancement, % at 20 µM; actives 0.044% (n = 360,000); AID 602274; in the data active = survival enhancement above about 18%;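 also: cells exposed to compounds for 16 hours before the ATP read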
N-glyco inh: N-linked glycosylation inhibition. D54 ERlucT glycosylation luciferase reporter, 24 h; percent of 100 nM tunicamycin response. reporter increase, % at 12.5 µM. AID 588692. actives 0.23% (n = 360,000);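 active = mean luciferase reporter signal, scaled so untreated is 0 and the glycosylation-blocking control 100, at or above a set limit in every replicate; inconclusive = mean reaches the limit but not every replicate does; inactive = mean below the limit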;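 also: luciferase carries N-glycosylation sites so blocking glycosylation raises the light; 0% = median of neutral control wells and 100% = median of 100 nM tunicamycin wells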
ABCB6 inh MLPCN: blocks the human ABCB6 transporter | actives 0.19% (n = 360,000) | fluorescence ratio to DMSO, % at 10 µM | Q9NP58 | K562-ABCB6 porphyrin accumulation, flow cytometry, 1 h; active compounds read low;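 active = fluorescence ratio to DMSO below 75%, the collection mean minus 3 SD; inconclusive = too few cells collected in the well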;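 also: signal is porphyrin accumulated inside mitochondria; 100% equals median channel fluorescence of DMSO control wells; lower ratio means ABCB6 inhibition with less porphyrin fluorescence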
Target sequence (Q9NP58 whole entry, looked up): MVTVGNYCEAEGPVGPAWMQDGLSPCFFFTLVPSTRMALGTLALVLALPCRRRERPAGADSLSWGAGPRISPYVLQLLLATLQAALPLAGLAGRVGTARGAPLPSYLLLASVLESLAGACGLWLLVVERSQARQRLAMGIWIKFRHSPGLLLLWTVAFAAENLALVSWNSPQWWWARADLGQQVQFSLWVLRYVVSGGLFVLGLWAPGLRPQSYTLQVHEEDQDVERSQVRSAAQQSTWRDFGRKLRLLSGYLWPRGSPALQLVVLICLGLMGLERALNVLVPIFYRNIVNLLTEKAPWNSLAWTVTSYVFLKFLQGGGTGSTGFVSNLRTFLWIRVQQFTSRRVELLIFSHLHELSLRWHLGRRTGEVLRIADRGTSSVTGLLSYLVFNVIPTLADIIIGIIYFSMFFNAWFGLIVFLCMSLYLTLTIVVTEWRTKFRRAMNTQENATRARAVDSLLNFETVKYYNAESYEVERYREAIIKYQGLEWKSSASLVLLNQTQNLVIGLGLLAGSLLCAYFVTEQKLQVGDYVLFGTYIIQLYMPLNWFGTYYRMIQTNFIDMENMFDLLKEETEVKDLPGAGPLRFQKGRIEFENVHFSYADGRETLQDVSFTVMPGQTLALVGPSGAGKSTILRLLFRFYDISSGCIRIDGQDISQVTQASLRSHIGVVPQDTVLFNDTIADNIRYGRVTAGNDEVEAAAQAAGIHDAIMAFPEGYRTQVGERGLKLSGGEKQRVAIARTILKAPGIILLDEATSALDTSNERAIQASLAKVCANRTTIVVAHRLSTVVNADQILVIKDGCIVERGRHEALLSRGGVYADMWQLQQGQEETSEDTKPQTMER
m5-HT2A agonist: activates the mouse 5-HT2A serotonin receptor. CHO-K1 mHTR2A beta-arrestin complementation, luminescence; percent of 30 µM serotonin response. P35363. actives 0.66% (n = 360,000). activation, % at 7.6 µM;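 active = activation above a run cutoff, the mean activation of all tested compounds plus 3 SD, cut at about 14% in these data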;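 also: 0% = plate median of compound wells and 100% = 30 µM serotonin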
Exocytosis inh: blocks lytic granule exocytosis; actives 0.66% (n = 360,000); inhibition, % at 10 µM; TALL-104 LAMP-1 surface exposure, flow cytometry; cells stimulated with thapsigargin and PMA; AID 651702;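 active = inhibition above about 55%, limit read from the data; inconclusive = no clear call, values can overlap the other calls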
* = called active by the depositor; ? = inconclusive; nt = no result given. Random draw from the library (roughly 4.5% active in at least one column).

mol,ABHD5-PLIN5 inh,aDG glyco act,H9c2 protect,MC4R ag barr,MC4R antagonist,hiPSC survival,N-glyco inh,ABCB6 inh MLPCN,m5-HT2A agonist,Exocytosis inh
O=C1C2C3CCC(C3)C2C(=O)N1c1ccc2ccccc2c1 (stereo not drawn),-6,0.0,-4,-1.0,12,2.9,-2,103,-5,0
COc1ccc(/C=N/NC(=O)c2ccc(=O)n(C)c2)cc1OC,-1,0.0,4,-2.0,12,-2.4,2,94,-5,-1
C#CCOCCOCCOCCNc1nc(N2CCN(C(=O)[C@H](CCCCN)n3cc(CCC(=O)O)nn3)CC2)nc(N2CCN(C(=O)[C@H](CCCCN)n3cc(CC(C)O)nn3)CC2)n1 (stereo partly drawn),-5,0.3,6,1.2,3,6.0,-1,102,5,-8
CN1CCN(C(=O)CCCN2C(=O)/C(=C/c3ccc(Cl)cc3)SC2=S)CC1,-12,1.1,-11,4.3,2,-0.1,1,98,-10,1
COc1cc(CCC(=O)Nc2cccc(S(=O)(=O)N(C)C)c2)cc(OC)c1OC,6,-0.2,-3,0.3,-1,-2.1,3,99,3,-4
CN(C)c1cccc2c1c(NC(=O)Nc1ccc(Cl)cc1Cl)nn2C,-4,1.3,-4,4.9,3,1.2,-1,99,1,-3
CN(C(=O)COc1ccccc1C(=O)NCCOc1ccccc1)c1ccccc1,-3,-0.2,-14,3.5,27,-0.2,2,86,-1,67*
NC(=O)N/N=C/c1coc2ccc(O)cc2c1=O,-4,0.3,6,-0.7,-8,0.7,0,100,-3,0
CC1(C)CC(NC(=O)CC2CCCCC2)CC(C)(C)N1,3,0.5,7,-0.7,-2,0.8,2,105,-1,3
Cc1nc(Cl)sc1C(=O)Nc1cccc(Cl)c1C,3,0.4,-3,-2.1,12,2.2,13,101,6,0
CNC(=S)N(Cc1ccc(OC)cc1)C1CC(=O)N(c2ccc(Cl)cc2)C1=O (stereo not drawn),4,0.6,-1,1.4,19,2.4,3,96,-1,-2
O=C(O)CCCC[C@@H]1SC[C@@H]2NC(=O)N[C@@H]21,2,-0.9,-1,-0.7,3,-1.4,2,101,-1,0
C=CCN1C(=O)c2ccc(C(=O)N3CCN(S(=O)(=O)c4cccc(Cl)c4)CC3)cc2C1=O,7,-0.3,1,-1.7,24,0.1,2,94,-4,12
CCOCCCNC(=O)c1cn(C)c(=O)c2cc(OC)c(OC)cc12,4,0.0,2,-0.4,2,-1.0,0,82,1,0
Cc1ccc(C(=O)c2sc3nc4c(cc3c2N)CCC4)cc1,4,0.1,-14,1.0,-2,-1.1,-4,94,2,0
COCC(C)NC(=O)c1cc2cc(OC)ccc2[nH]1 (stereo not drawn),1,-0.1,-2,3.2,18,-0.4,-2,102,3,-8
CN(CC(=O)NCCc1ccc(F)cc1)Cc1ccccc1,0,0.1,-1,-0.5,9,-0.3,-1,100,-3,-15
COc1ccc(CNC(=O)CCS(=O)(=O)c2ccc(Br)cc2)cc1,11,-0.4,7,1.2,7,-0.1,2,100,2,21
CN1CCN(C(CNS(=O)(=O)c2ccc([N+](=O)[O-])cc2)c2ccc(F)cc2)CC1 (stereo not drawn),2,-0.1,4,-1.1,0,-0.4,-2,98,-2,-1
CC(CC(=O)Nc1ccc2c(c1)c(=O)n(C)n2Cc1cccc(C(F)(F)F)c1)C(F)(F)F (stereo not drawn),0,1.0,-6,-2.5,-1,-2.5,-1,99,-1,-6

Given as labelled records: 3 of the compounds above
> COc1cc(CCC(=O)Nc2cccc(S(=O)(=O)N(C)C)c2)cc(OC)c1OC
  ABHD5-PLIN5 inh: 6
  aDG glyco act: -0.2
  H9c2 protect: -3
  MC4R ag barr: 0.3
  MC4R antagonist: -1
  hiPSC survival: -2.1
  N-glyco inh: 3
  ABCB6 inh MLPCN: 99
  m5-HT2A agonist: 3
  Exocytosis inh: -4

> CN(C)c1cccc2c1c(NC(=O)Nc1ccc(Cl)cc1Cl)nn2C
  ABHD5-PLIN5 inh: -4
  aDG glyco act: 1.3
  H9c2 protect: -4
  MC4R ag barr: 4.9
  MC4R antagonist: 3
  hiPSC survival: 1.2
  N-glyco inh: -1
  ABCB6 inh MLPCN: 99
  m5-HT2A agonist: 1
  Exocytosis inh: -3

> CN(C(=O)COc1ccccc1C(=O)NCCOc1ccccc1)c1ccccc1
  ABHD5-PLIN5 inh: -3
  aDG glyco act: -0.2
  H9c2 protect: -14
  MC4R ag barr: 3.5
  MC4R antagonist: 27
  hiPSC survival: -0.2
  N-glyco inh: 2
  ABCB6 inh MLPCN: 86
  m5-HT2A agonist: -1
  Exocytosis inh: 67*

Carrying on:
mol,ABHD5-PLIN5 inh,aDG glyco act,H9c2 protect,MC4R ag barr,MC4R antagonist,hiPSC survival,N-glyco inh,ABCB6 inh MLPCN,m5-HT2A agonist,Exocytosis inh
O=C1C=CCCC1,3,0.1,0,-1.0,9,-2.4,-1,102,-1,1
COc1ccc(OC)c(/C=C/C(=O)OCC(=O)Nc2nnc(-c3ccccc3)o2)c1,-10,-0.1,21,0.6,13,6.1,3,96,0,0
Cc1ccccc1NCC(=O)N/N=C/C(Br)=C/c1ccccc1,13,-0.4,-4,6.8,10,-3.5,?,98,-1,3
CCn1c(SCC(=O)N2CCCCCC2)nc2c([nH]c3ccccc32)c1=O,-8,0.2,3,-0.7,-5,0.2,3,101,1,5
O=C(COC(=O)/C=C/c1ccccc1)Nc1cc(C(F)(F)F)ccc1N1CCOCC1,1,0.3,-3,0.2,10,0.7,-1,99,-1,-6
COC(=O)C[n+]1cccc2ccccc21,0,0.5,0,0.2,22,-0.5,-1,194,-2,9
COc1ccc(-n2cc(CNCc3cnc4ccccn34)c(-c3cccc(F)c3)n2)cc1,11,0.0,10,-1.1,1,-1.7,-8,96,-5,1
Cc1cc(C)c2cc(C#N)c(N3CCNCC3)nc2c1,3,0.2,10,-1.1,0,0.0,4,91,-6,-1
O=C(c1ccc(Br)o1)N1CCN(c2ccc3nnc(-c4ccc(F)cc4)n3n2)CC1,12,-0.1,52*,-0.2,6,2.7,9,98,-4,0
CC(CC1CC(C)(C)OC1=O)C(=O)Nc1nncs1 (stereo not drawn),3,0.0,2,-1.1,3,-1.8,1,100,5,-1
COc1cccc(NC(=O)c2ccc(NCCCN3CC(C)CC(C)C3)c([N+](=O)[O-])c2)c1 (stereo not drawn),6,0.7,-4,-1.6,-22,-1.1,-2,96,-8,19
CCOC(=O)N1CCN(C(=S)NC(=O)c2cncc(Br)c2)CC1,-1,0.0,-2,0.3,1,-1.0,0,104,5,0
COc1ccc(Cc2c(-c3cccc(Br)c3)nc3cc(C)c(Br)c(C)n23)c(C)c1,-1,-0.5,nt,nt,nt,0.6,nt,130,0,-4
CCOC(=O)c1c(S(=O)(=O)Nc2ccccc2OCC)c(C)n(C)c1C,9,0.0,5,-2.3,9,-0.3,1,112,0,2
CCc1nnc(NC(=O)c2ccc(Br)o2)s1,5,-0.1,-4,-0.7,8,-0.2,0,95,4,8
O=C(O)CCCNC(=O)c1nn(Cc2ccccc2)c(=O)c2ccccc12,-7,-0.2,-1,0.8,25,0.8,3,102,1,-10
COc1cc(/C=N/NC(=O)Cc2ccccc2)ccc1Oc1ccc([N+](=O)[O-])cc1[N+](=O)[O-],1,0.6,-19,-2.3,-1,-2.3,0,97,-4,-2
CC(C(=O)c1c[nH]c(C(=O)N=CN(C)C)c1)c1ncc(C(F)(F)F)cc1Cl (stereo not drawn),-3,0.2,-7,-1.0,3,-0.7,5,103,5,0
Cc1ccc(S(=O)(=O)c2c(C)c(C)c(C)[nH]c2=O)cc1,3,-0.1,0,1.0,-2,1.2,0,97,4,-11
CN(C)c1ccc(C(=O)N/N=C/c2ccccn2)cc1,1,-0.1,5,-0.9,1,-0.6,-1,100,-1,-1

2 compounds drawn at random from the list so far, as already listed:
mol,ABHD5-PLIN5 inh,aDG glyco act,H9c2 protect,MC4R ag barr,MC4R antagonist,hiPSC survival,N-glyco inh,ABCB6 inh MLPCN,m5-HT2A agonist,Exocytosis inh
C=CCN1C(=O)c2ccc(C(=O)N3CCN(S(=O)(=O)c4cccc(Cl)c4)CC3)cc2C1=O,7,-0.3,1,-1.7,24,0.1,2,94,-4,12
CN(CC(=O)NCCc1ccc(F)cc1)Cc1ccccc1,0,0.1,-1,-0.5,9,-0.3,-1,100,-3,-15

(cont.)
mol,ABHD5-PLIN5 inh,aDG glyco act,H9c2 protect,MC4R ag barr,MC4R antagonist,hiPSC survival,N-glyco inh,ABCB6 inh MLPCN,m5-HT2A agonist,Exocytosis inh
CCCCCOc1ccc(CSc2ncn[nH]2)cc1,6,0.8,-11,6.3,-6,-1.7,-3,100,10,8
COc1cc(CC(=O)NCC(C)(C)N2CCOCC2)cc(OC)c1OC,-2,0.1,-1,-0.8,0,-0.3,3,95,8,15
COc1ccc(-c2cn[nH]c2-c2ccc(OCc3ccccc3F)cc2O)cc1OC,-7,-0.1,-13,14*,0,0.9,1,96,-1,51
COc1ccc(C(=O)CN2CCN(c3cc(C)nc4ccccc34)CC2)cc1,8,0.1,-5,-1.0,6,-0.5,-1,99,-7,25
Cn1c(NC(=O)c2cc(Br)ccc2Cl)cc(=O)n(C)c1=O,-3,0.0,23,0.9,8,-0.7,1,96,2,-2
COc1ccccc1N(CC(=O)N/N=C/c1c(O)ccc2ccccc12)S(C)(=O)=O,8,0.5,49,-0.9,11,-0.7,-9,100,2,-5
CC[C@]12c3[nH]c4cc(-c5ccco5)ccc4c3CCN1C(=O)[C@@H](CC(=O)NC/C=C(\C)CCC=C(C)C)C[C@@H]2C(=O)N1CCN(C(=O)C2CC2)CC1,10,0.4,-4,0.6,11,-0.2,1,91,-1,4
CCCCC1=CC2=C(c3ccco3)C(=O)C(C)(OC(=O)c3ccc(OC)cc3)C(=O)C2=CN1CCCN(CC)CC (stereo not drawn),-4,0.2,3,-0.5,-2,-1.3,2,98,-2,3
COc1ccc(CSc2nnc(C)n2N)cc1Br,-4,-0.2,-17,-1.4,1,1.4,3,106,4,10
O=C1/C(=C/c2cccc([N+](=O)[O-])c2)CSc2ccc(Cl)cc21,-3,0.1,-1,11*,5,0.1,-1,91,-1,25
COCCn1nnnc1C(C(C)C)N(Cc1cccnc1)Cc1cc2cc(OC)ccc2[nH]c1=O (stereo not drawn),6,-0.3,61*,-0.6,-1,9.0,1,92,4,-1
COC(=O)c1ccc(NC(=O)CNS(=O)(=O)c2cccs2)cc1,-5,0.2,0,-0.5,20,5.2,0,99,-5,0

Sorted by molecular weight (smallest number first): part of the list above.
mol,ABHD5-PLIN5 inh,aDG glyco act,H9c2 protect,MC4R ag barr,MC4R antagonist,hiPSC survival,N-glyco inh,ABCB6 inh MLPCN,m5-HT2A agonist,Exocytosis inh
CN(C)c1ccc(C(=O)N/N=C/c2ccccn2)cc1,1,-0.1,5,-0.9,1,-0.6,-1,100,-1,-1
CCOC(=O)c1c(S(=O)(=O)Nc2ccccc2OCC)c(C)n(C)c1C,9,0.0,5,-2.3,9,-0.3,1,112,0,2
COc1ccc(-c2cn[nH]c2-c2ccc(OCc3ccccc3F)cc2O)cc1OC,-7,-0.1,-13,14*,0,0.9,1,96,-1,51
